Bioassay records as filed in PubChem.
GPR35 arrestin U2OS: inhibition of zaprinast-stimulated GPR35 beta-arrestin translocation – imaging, U2OS, beta-arrestin-GFP, zaprinast agonist, primary screen (AID 2058); 290,000 compounds, 0.052% hits; inhibition, % at 10 µM, or IC50 in µM where a hit was titrated; U2OS GPR35 beta-arrestin-GFP translocation imaging, zaprinast antagonism; higher % means a stronger effect;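 active = inhibition of at least 50% with at least 30 cells and total cytoplasm GFP at most 10,000,000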
NOD1 inhibition: inhibition of NOD1-driven NF-kB reporter – cell-based, luminescence, uHTS, primary screen (AID 1578) | 290,000 compounds, 1% hits | NOD1-driven NF-kB luciferase reporter cells, luminescence; higher % means a stronger effect | inhibition, % at 4 µM, or EC50 in µM where a hit was titrated; in the data active = inhibition mostly above about 36%, no sharp cut-off; inactive = mostly below about 34%;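 note: HEK-293T reporter cells stimulated with the NOD1 agonist gamma-tri-DAP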
GPR55 beta-arrestin: GPR55 agonists via beta-arrestin recruitment, primary screen, imaging, U2OS cells, beta-arrestin-GFP redistribution (AID 1961); 290,000 compounds, 0.048% hits; U2OS GPR55 beta-arrestin-GFP redistribution imaging; higher % means a stronger effect; one-dose activation, % at 10 µM; EC50 in µM for titrated hits;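 active = activation above 40% with more than 50 cells counted in the well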;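 note: U2OS osteosarcoma cells stably expressing GPR55 and beta-arrestin-GFP; plate controls were DMSO negative control for no effect and LPI positive control for full effect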
HIV fusion peptide: inhibitors of HIV fusion peptide binding, primary screen, biochemical, uHTS, fluorescence dequenching (AID 1986). cell-free peptide binding, fluorescence dequenching, 30 min; higher % means a stronger effect. one-dose inhibition, % at 20 µM; IC50 in µM for titrated hits. 290,000 compounds, 0.3% hits; in the data active = inhibition mostly above about 52%, no sharp cut-off; inactive = mostly below about 76%; note: some results filed as inactive read as strong as hits
GPR55 antagonists: inhibition of LPI-stimulated GPR55 beta-arrestin translocation – imaging, U2OS, beta-arrestin-GFP, LPI agonist, primary screen (AID 2013); inhibition, % at 10 µM, or IC50 in µM where a hit was titrated; 290,000 compounds, 0.13% hits; U2OS GPR55 beta-arrestin-GFP translocation imaging, LPI antagonism; higher % means a stronger effect;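 active = spots per cell inhibited over 60%, with over 100 cells counted and total cytoplasm intensity under 500,000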;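 note: U2OS cells stably carrying GPR55 and arrestin-GFP stimulated by 5 µM LPI near EC80; imaged beta-arrestin-GFP aggregate spots per cell after agonist stimulation; plate controls were LPI-stimulated DMSO wells for no effect and DMSO wells without LPI for full effect; some results filed as inactive read as strong as hits; confirmed hits need IC50 under 10 µM and bright autofluorescent wells are also inconclusive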
KOR beta-arrestin-1: kappa opioid receptor blockers – cell-based, luminescence, uHTS (AID 1778); one-dose inhibition, % at 10 µM; IC50 in µM for titrated hits; 290,000 compounds, 0.091% hits; KOR beta-arrestin recruitment, luminescence, antagonist mode; higher % means a stronger effect; in the data active = inhibition above about 50%; note: strong numbers were not always called active
Dengue-2 NS5 capping: flavivirus cap methylation enzyme inhibition – biochemical, confirmation dose response, primary screen (AID 588689) | inhibition, % at 25 µM; hits with a dose series show IC50 in µM | Dengue-2 NS5 methyltransferase capping enzyme assay, biochemical; higher % means a stronger effect | 340,000 compounds, 0.3% hits; in the data active = a potency from the dose series
West Nile virus CPE: inhibition of WNV-induced cytopathic effect – cell-based, CPE readout (AID 1621). West Nile virus-infected cells, CPE inhibition; higher % means a stronger effect. CPE inhibition, % at 10 µM; hits with a dose series show IC50 in µM. 290,000 compounds, 0.02% hits; in the data active = a potency from the dose series; note: strong numbers were not always called active
KOR beta-arrestin-2: kappa opioid receptor activators – cell-based, luminescence, uHTS, primary screen (AID 1777); KOR beta-arrestin recruitment, luminescence; higher % means a stronger effect; one-dose activation, % at 10 µM; EC50 in µM for titrated hits; 280,000 compounds, 0.02% hits; in the data active = activation above about 50%, passing the limit was not always enough; note: a part of the inactive calls stands beside numbers as strong as those of hits
Dengue-2 NS5 capping pilot replicate: second read-out of Dengue-2 NS5 capping, no call of its own (marks repeat the call); inhibition, %; measured here: pilot screen replicate inhibition
* marks the source's active call; other numbers are inactive results; x = no result given; [ ] = remark or other dose. This is a subset. The share of hits here may be higher or lower than overall.

SMILES | GPR35 arrestin U2OS | NOD1 inhibition | GPR55 beta-arrestin | HIV fusion peptide | GPR55 antagonists | KOR beta-arrestin-1 | Dengue-2 NS5 capping | West Nile virus CPE | KOR beta-arrestin-2 | others
Nc1ccc(S(=O)(=O)N2CCCc3ccccc32)cc1 | -14% | -12% | -0.1% | -0.9% | -3% | 20% | -2% | -1.4% | -2.1%
N#Cc1ccc(OCc2nnc3n2CCCCC3)cc1 | -7% | -15% | -0.7% | -0.1% | -35% | -27% | -2% | -0.2% | 2.7%
Cc1cc(F)ccc1NC(=O)Nc1ccc2c(c1)OCO2 | -1% | -34% | 0.0% | -0.2% | -18% | -10% | 3% | 0.4% | 0.7%
CC(NS(=O)(=O)/C=C/c1ccccc1)C(=O)O (centres undefined) | -3% | -32% | -0.3% | 0.4% | 0% | 2% | -6% | 0.2% | -2.4%
O=C(CSc1nc2ccccc2c(=O)[nH]1)Nc1cccc([N+](=O)[O-])c1 | -2% | -6% | -0.1% | -0.3% | 0% | -13% | 0% | 1.7% | 5.7%
CC(C)(C)c1ccc(C(CC(=O)O)NC(=O)CCCc2ccccc2)cc1 (centres undefined) | -13% | 0% | -0.7% | 2.5% | -1% | -13% | x | 0.4% | 3.5%
Cc1ccc([N+](=O)[O-])cc1NC(=O)/C=C/C(=O)O | -9% | 2% | 0.5% | -0.4% | -4% | -2% | -5% | 0.0% | 6.7%
CCN(CC)c1ccc(CNCc2cccs2)cc1 | -12% | -4% | -0.1% | -1.8% | 7% | 3%[20 µM] | -5% | -0.8% | -2.2%
O=C(N/N=C/c1ccc[nH]1)c1cccc([N+](=O)[O-])c1 | -5% | 3% | -0.3% | 3.4% | 0% | -19% | -10% | -0.3% | -4.8%
O=c1c(Cc2ccc(F)cc2)c(O)ccn1Cc1ccc(F)cc1 | -4% | -18% | 0.1% | -0.6% | 0% | -15% | -3% | 0.0% | 2.4%
Cc1nn(Cc2ccccc2)c2sc(C(=O)N3CCN(Cc4ccc5c(c4)OCO5)CC3)cc12 | 2% | -16% | -0.4% | -0.4% | 4% | 8% | 1% | 0.3% | -3.5%
CC(Nc1nc(C(F)(F)F)nc2ccccc12)c1cccs1 (centres undefined) | -5% | 12% | 1.4% | 3.8% | -12% | -25% | -5% | 1.2% | 1.1%
Cc1cc(NCCN2CCOCC2)c2ccc3ccccc3c2n1 | -6% | -53% | -0.1% | 1.9% | 0% | -80%[20 µM] | 9% | -0.2% | x
Cc1cc(C2C(=O)C(C(=O)c3ccc(Cl)cc3)C(=O)CC2(C)C)on1 (centres undefined) | -5% | 5% | 0.3% | 2.2% | -2% | 19% | -9% | 0.0% | -2.3%
CCCCN1C(=O)C2NN=C(C(=O)OC)C2C1=O (centres undefined) | 15% | 5% | -0.1% | -0.5% | 20% | 15% | 1% | 0.1% | -4.1%
Cc1ccc(S(=O)(=O)CCC(=O)NCc2ccccc2Cl)cc1 | 8% | 8% | -0.4% | -1.6% | 18% | 6% | -4% | -0.2% | 2.3%
COc1ccc(C(=O)N2CCc3ccc(NC(=O)c4ccccn4)cc3C2)cc1F | 6% | -16% | -0.2% | -1.1% | -20% | -28% | -1% | 0.0% | -3.8%
Cc1ccccc1NC(=S)c1ccc2ccccc2n1 | 12% | -41% | 0.2% | 0.9% | 7% | -31% | -1% | 1.0% | -2.8%
Cc1nc(NS(=O)(=O)c2ccc(Cl)s2)c2c3c(sc2n1)CCCC3 | -8% | 4% | -0.1% | 23% | 4% | -19% | 14% | 0.3% | 5.1%
CCOc1ccccc1C(=O)NC1CC2CCCC(C1)N2Cc1ccccc1 (centres undefined) | -14% | -19% | 0.0% | 2.7% | 11% | 6% | 0% | -0.1% | 1.9%
Cn1ncc(Br)c1NC(=O)c1ccco1 | -4% | -18% | 1.0% | -1.5% | -10% | -14% | -6% | -0.2% | 2.1%
Cc1ccc(-n2nnnc2SCC(=O)NNC(=O)c2ccc([N+](=O)[O-])cc2)cc1 | 2% | 42% | 0.2% | -2.4% | 5% | 19% | -9% | -0.1% | x
CC(Sc1nnc(-c2ccc(C(C)(C)C)cc2)n1C)C(N)=O (centres undefined) | -10% | -27% | 0.2% | -0.1% | 7% | -16% | -5% | -0.2% | -3.0%
CCc1cccc(C)c1NC(=S)NCC(c1cccnc1)N1CCOCC1 (centres undefined) | 6% | -10% | 0.4% | -0.7% | 5% | 26% | -1% | -0.3% | -0.4%
O=C(CCc1nc2ccccc2[nH]c1=O)OCC(=O)c1ccc(Cl)cc1 | -4% | -25% | 1.2% | 2.1% | 7% | 2% | -1% | 0.7% | -2.0%
Next section.
SMILES | GPR35 arrestin U2OS | NOD1 inhibition | GPR55 beta-arrestin | HIV fusion peptide | GPR55 antagonists | KOR beta-arrestin-1 | Dengue-2 NS5 capping | West Nile virus CPE | KOR beta-arrestin-2 | others
O=C(Cc1ccccc1)NN1C(=O)C2C3C=CC(C4CC34)C2C1=O (centres undefined) | 2% | -21% | -0.2% | -0.7% | 1% | -2% | -1% | -0.3% | -3.1%
c1coc(CNc2nc3ccccc3s2)c1 | 0% | -1% | 0.0% | 0.8% | 3% | -44% | -3% | -0.1% | 9.7%
O=C(CCC(=O)OCc1ccc(C(=O)Oc2ccc(Cl)cc2)cc1)Nc1ccccc1 | 13% | -9% | -0.1% | -1.3% | 0% | 9% | -9% | -0.2% | 3.1%
Cc1ccc(O)c(CNc2cnc3ccccc3c2)c1 | 9% | -7% | 0.3% | -2.1% | 7% | -12%[20 µM] | -3% | -1.0% | -3.4% | Dengue-2 NS5 capping pilot replicate=-4.0
COc1cc(OC)cc(N(C(=O)CNC(=O)c2cccs2)C(C(=O)NCC2CCCO2)c2ccccc2)c1 (centres undefined) | 10% | -20% | x | -0.6% | 4% | 20% | -3% | 0.3% | -1.5%
COC(=O)C1=C(C)NC(=S)N(C(C)=O)C1c1ccc(OC)c(OC)c1 (centres undefined) | 4% | 6% | 1.4% | 1.6% | 11% | -25% | -4% | -0.3% | 1.6%
CCN1C(=O)C(CC(=O)Nc2ccc(OC)cc2)N(CCN2CCOCC2)C1=S (centres undefined) | -3% | 2% | 0.2% | -1.1% | 11% | 10% | -1% | -0.4% | -1.6%
CCc1ccccc1NC(=O)CSc1nnc([C@@H]2CCCN2C(=O)OC(C)(C)C)o1 | 25% | 25% | 0.6% | 2.0% | 6% | -3% | 9% | -0.4% | -1.3%
O=C(COC(=O)CCc1nc2ccccc2c(=O)[nH]1)NC(c1ccccc1)c1ccccc1 | 4% | -12% | 0.3% | 1.5% | 1% | -1% | 22% | 0.3% | 0.7%
Cc1c(Br)c([N+](=O)[O-])nn1CC(=O)c1ccccc1 | 5% | -9% | -0.1% | -0.3% | 10% | -24%[20 µM] | -9% | -1.1% | -3.6%
CC(=O)N1c2ccc(S(=O)(=O)N3CCCC3)cc2CC1C(=O)NC(C)C (centres undefined) | -2% | -3% | 0.4% | -1.1% | -4% | -2% | -6% | 0.1% | -2.0%
O=C(N/N=C/c1cccc(Oc2ccccc2)c1)c1ccccc1F | -6% | 38% | -0.2% | -1.7% | -17% | -70% | -6% | 1.7% | 5.9%
Cc1ccccc1-n1c(SCC(=O)Nc2ccccc2)nc2nc3c(cc2c1=O)CCCC3 | -11% | 16% | 0.5% | 0.7% | 4% | 21% | -8% | -0.3% | -0.4%
CCC(Oc1ccc2c(c1)C(=O)CC(C)(C)O2)C(=O)NCCN1CCCCCC1 (centres undefined) | 5% | -2% | -0.2% | 1.4% | 7% | 1% | 25% | x | -2.7%
CCOC(=O)c1csc(NC(=O)CC2CCCC2)n1 | 8% | -43% | -0.2% | -0.4% | -4% | -12% | -4% | -0.5% | 1.0%
Cc1cc(C)n2ncc(C(=O)NCc3ccccc3)c2n1 | -1% | -9% | -0.1% | 0.8% | -12% | 32% | -4% | -0.2% | 0.1%
Nc1cc2nc[nH]c2cc1N | -6% | -36% | 0.2% | 1.0% | 8% | 9% | 25% | -0.8% | 0.0%
Cc1ccc(CCC(=O)Nc2ccc(Br)cc2)o1 | -8% | -41% | -0.2% | 0.7% | -12% | -11% | -1% | -1.4% | -5.7%
Cc1ccc(-n2c(C)cc3c2CC(C)(C)CC3=O)cc1C | 6% | 3% | -0.1% | 1.5% | 10% | -3% | -6% | -0.5% | 1.6% | Dengue-2 NS5 capping pilot replicate=3.6
CCCCNCc1cc(Cl)c(OCCC)c(OCC)c1 | -4% | -20% | -0.1% | -2.3% | 21% | 6% | -6% | -1.6% | -6.1%
CCc1ccccc1NC(=O)c1cccs1 | -9% | -24% | 0.0% | -2.4% | 8% | -24% | -5% | -0.7% | 2.4%
Cc1c(Br)c([N+](=O)[O-])nn1CC(=O)Nc1nccs1 | -9% | -3% | 0.2% | 1.1% | 19% | 22% | -3% | 0.7% | -2.6%
CCCC(=O)Nn1cnc2c(c1=O)C1(CCCCC1)Cc1ccccc1-2 | -4% | 15% | 0.0% | 0.4% | -10% | -58% | -6% | -0.5% | 16%
CN(CC(=O)Nc1ccc(F)cc1)C(=O)c1ccncc1 | 4% | -2% | 0.0% | -0.4% | -1% | -8% | 0% | 0.2% | -2.3%
Cc1nc2ccccc2c(=O)n1CC(=O)N1CCOCC1 | -16% | -23% | -0.1% | 0.4% | -8% | 38% | -10% | 0.6% | 0.6%
(list continues)
SMILES | GPR35 arrestin U2OS | NOD1 inhibition | GPR55 beta-arrestin | HIV fusion peptide | GPR55 antagonists | KOR beta-arrestin-1 | Dengue-2 NS5 capping | West Nile virus CPE | KOR beta-arrestin-2 | others
COCCOC(=O)CSc1ncccc1-c1nc2cc(C)c(C)cc2[nH]1 | -7% | -52% | 0.1% | -0.9% | 2% | -11% | -9% | -0.2% | 1.2%
COc1ccc(/C=N/NC(C)(C)C)c(OC)c1 | 0% | -26% | 0.2% | -0.7% | -2% | 0% | 2% | 0.2% | -2.0%
Cc1nc(CC(C)C)cc(C(=O)N2CCCC(CNS(=O)(=O)c3cccs3)C2)n1 (centres undefined) | 16% | 7% | 0.2% | -1.0% | 5% | -7% | -9% | -0.3% | -4.6%
COc1cc(C(=O)NCCCOC(C)C)ccc1OC1CCN(C(C)=O)CC1 | 2% | -1% | -0.1% | 1.6% | 4% | -5%[20 µM] | -2% | -0.6% | -0.9%
Clc1cccc(-c2nnc(SC/C=C/c3ccccc3)n2Cc2ccco2)c1 | 6% | 13% | -0.1% | 2.2% | 22% | 21% | -7% | 0.5% | -2.8%
S=C(Nc1ccc(Cl)cc1)N(CCCN1CCOCC1)Cc1cccs1 | -8% | -28% | 0.9% | -1.4% | 4% | 14% | -4% | -1.0% | -2.6%
